Screening data deposited in PubChem BioAssay by National Center for Advancing Translational Sciences (NCATS).
D1 agonist – Allosteric Agonists of the Human D1 Dopamine Receptor: qHTS; D(1A) dopamine receptor (Homo sapiens), P21728; HEK293 T-REx D1 cells, calcium flux, agonist mode; activation, % at 2 µM; 1% of 360,000 active; in the data active means activation above about 30%; further: 0% is about no effect
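Tetracycline-induced HEK293 TREx D1 cells, force-coupled to calcium signalling, were dye-loaded with a no-wash calcium kit. Compound was pin-added after a 10 s baseline. Fluorescence was read kinetically at 1 cycle/s for 180 s, with calcium rises flagged as agonism.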
TRHR agonist – qHTS for Small Molecule Agonists and Allosteric Enhancers of Human TRH Receptor: Primary Screen for Agonists. TRHR cells, calcium flux fluo-8, FDSS agonist mode. 0.18% of 360,000 active. activation, % at 2 µM; in the data active means activation above about 30%; further: 0% is about no effect
Target sequence (P34981 whole entry, looked up): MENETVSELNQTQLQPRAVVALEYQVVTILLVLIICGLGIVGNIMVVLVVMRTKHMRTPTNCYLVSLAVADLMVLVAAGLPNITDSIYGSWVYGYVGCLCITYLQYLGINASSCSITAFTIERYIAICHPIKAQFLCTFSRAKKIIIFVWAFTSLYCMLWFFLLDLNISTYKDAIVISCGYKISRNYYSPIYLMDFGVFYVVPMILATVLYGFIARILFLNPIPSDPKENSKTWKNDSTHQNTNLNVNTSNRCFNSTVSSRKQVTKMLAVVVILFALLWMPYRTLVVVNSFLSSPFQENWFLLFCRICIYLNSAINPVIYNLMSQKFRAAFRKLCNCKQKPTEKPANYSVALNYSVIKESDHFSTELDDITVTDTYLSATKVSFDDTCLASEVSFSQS
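In this calcium-flux screen, cells bearing human TRHR are dye-loaded with fluo-8, baselined for 10 cycles, then exposed to library compounds; positive kinetic calcium responses during the agonist phase mark hits, with TRH as control.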
D1 potentiator – Potentiators of Human D1 Dopamine Receptor: qHTS. AID 504651, 2011. 0.036% of 360,000 active. D(1A) dopamine receptor (Homo sapiens), P21728. potentiation, % at 10 µM. HEK293 TREx D1 cells, calcium flux, dopamine EC20 potentiation; in the data active means potentiation above about 30%; further: 0% is about no effect
RXFP1 antagonist – qHTS Assay for Antagonists of the Relaxin Receptor RXFP1. AID 1259400, 2018. activity change, negative = inhibition, % at 57.5 µM. HEK293-RXFP1, relaxin-stimulated cAMP HTRF, 30 min; hits give low values. Relaxin receptor 1 (Homo sapiens), Q9HBX9. 0.59% of 350,000 active;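 active means activity change of -60% or lower, but not beyond a set lower limit; inconclusive means change between -60% and -40%, or beyond the set limit; inactive means change above -40%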; further: on the % scale 0 is the no-effect control and ±100 the full control effect
D2 potentiator – HTS Assay for Positive Allosteric Modulators of the Human D2 Dopamine Receptor: Primary Screen for Potentiators; HEK293 T-REx D2, calcium flux, EC20 dopamine potentiation; potentiation, % at 10 µM; 0.34% of 340,000 active;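 active means potentiation over 3 SD above the plate norm, cut at about 30% in these data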; further: 0% is about no effect
Target sequence (P14416 whole entry, looked up): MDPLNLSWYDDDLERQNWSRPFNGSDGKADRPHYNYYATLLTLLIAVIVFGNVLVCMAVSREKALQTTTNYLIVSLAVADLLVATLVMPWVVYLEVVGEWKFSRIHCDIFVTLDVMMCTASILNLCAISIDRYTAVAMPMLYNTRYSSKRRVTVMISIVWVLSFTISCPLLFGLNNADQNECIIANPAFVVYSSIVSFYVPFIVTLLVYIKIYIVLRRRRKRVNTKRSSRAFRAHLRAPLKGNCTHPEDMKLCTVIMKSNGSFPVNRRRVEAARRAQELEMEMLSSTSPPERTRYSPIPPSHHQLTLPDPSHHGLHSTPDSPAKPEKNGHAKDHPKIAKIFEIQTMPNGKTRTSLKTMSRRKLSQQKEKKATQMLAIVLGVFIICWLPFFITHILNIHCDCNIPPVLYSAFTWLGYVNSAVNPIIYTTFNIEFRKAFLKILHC
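Calcium flux readout, no-wash dye, 1 read/s. Inducible HEK293 Trex D2 line, overnight 30 C. Compound alone 180 s (agonist flags), then EC20 dopamine, another 180 s to score potentiation.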
D1 antagonist – Antagonist of Human D 1 Dopamine Receptor: qHTS; D(1A) dopamine receptor (Homo sapiens), P21728; HEK293 TREx D1 cells, calcium flux, dopamine EC80; hits give low values; activity change, negative = inhibition, % at 10 µM; 3.2% of 360,000 active; in the data active means activity change below about -30%; further: on the % scale 0 is the no-effect control and ±100 the full control effect
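Compound effects on dopamine-evoked calcium signalling were measured in tetracycline-induced HEK293 Trex D1 cells. Dopamine at EC80 followed a 180 s compound pre-read, and fluorescence was tracked kinetically for 180 s more.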
Apoferritin bind – qHTS Assay for Identification of Novel General Anesthetics. 0.074% of 350,000 active. apoferritin/1-aminoanthracene competitive binding, fluorescence. Potency, µM (series often up to 77.5 µM), without a hit: at the top dose activity change, negative = displacement, usual class: inhibitors. Ferritin light chain (Equus caballus), P02791; further: potency means the concentration at half of the fitted maximal effect; on the % scale 0 is the no-effect control and ±100 the full control effect; nearly all actives have a fitted effect of over 20% in size
Target sequence (P02791 2-175 limits assumed): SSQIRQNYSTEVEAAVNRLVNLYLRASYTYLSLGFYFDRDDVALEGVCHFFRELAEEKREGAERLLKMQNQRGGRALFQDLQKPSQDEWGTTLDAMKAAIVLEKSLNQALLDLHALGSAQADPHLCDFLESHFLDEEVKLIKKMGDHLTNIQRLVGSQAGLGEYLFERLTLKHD
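Apoferritin-based anesthetic binding model; compound displacement of fluorescent 1-AMA measured as endpoint fluorescence after 10 minutes at room temperature, scaled to free-ligand and complex controls.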
TRHR enhancer – qHTS for Small Molecule Agonists and Allosteric Enhancers of Human TRH Receptor: Primary Screen for Enhancers. enhancement, % at 2 µM. AID 493056, 2011. TRHR cells, fluo-8 calcium fluorescence, EC20 TRH enhancement. 0.66% of 360,000 active; in the data active means enhancement above about 30%; further: 0% is about no effect
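Enhancer read-out: after compound pinning and an initial kinetic agonist-mode read, an EC20 of TRH (10 nM final) was injected and fluo-8 calcium signal (Ex 480/Em 530) followed at 1 s/cycle for 100 cycles in TRHR-expressing cells.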
RXFP1 ag – qHTS Assay for Agonists of the Relaxin Receptor RXFP1; Relaxin receptor 1 (Homo sapiens), Q9HBX9; HEK293T-RXFP1 cAMP TR-FRET, 30 min; response scale: percent of porcine relaxin response, buffer zero; Potency, µM (titrated, usually from 57.5 µM), inactives show top-dose activation, usual class: activators; 0.3% of 370,000 active; further: potency means the concentration at half of the fitted maximal effect; on the % scale 0 is the no-effect control and ±100 the full control effect; nearly all actives have a fitted effect of over 60% in size; many of its hits are not listed in these tables
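HEK293 cells stably expressing RXFP1, treated 30 min at 37C with compounds plus PDE4 inhibitor Ro 20174; cAMP measured by HTRF TR-FRET. Normalized to buffer and 29 nM porcine relaxin; EC50 by Hill fit.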
* hit, by the source's call; ? = inconclusive; nt = not tested or not shown; & = joins results of further samples; [ ] = remark or other dose. Unless noted, the call rests on the fitted dose curve; in most records, active means well fitted curve in the direction sought with a large enough effect; inconclusive means small, poorly fitted or top-dose-only effect, or another doubt; inactive means no such curve, though single readings can be large; an effect the other way counts as inactive or inconclusive.

Below each SMILES: D1 agonist, TRHR agonist, D1 potentiator, RXFP1 antagonist, D2 potentiator, D1 antagonist, Apoferritin bind, TRHR enhancer, RXFP1 ag
O=C(CSc1nc2c(sc3ccccc32)c(=O)n1CCCN1CCCC1)NCc1ccccc1
  3, 0.5, -6, -14, -5, 0, -14%, -6, 1.4%
COc1ccc(-c2cc(CNS(=O)(=O)c3ccc(NC(C)=O)cc3)on2)cc1
  0, 0.8, 0, -12, 17, 12, -12%, 3, 1.5%
COc1cc(/C=N/NC(=O)c2c(-c3ccccc3)noc2C)ccc1O
  2, -0.6, -5, -4, 3, -3, -13%, -3, 1.6%
COc1cc(Nc2ccc(S(N)(=O)=O)cc2)c([N+](=O)[O-])nc1[N+](=O)[O-]
  -1, 0.2, -3, 6, 6, -2, -14%, 14, 2.5%
N#Cc1ccccc1CSc1nnc(-c2ccncc2)o1
  2, 1.0, 2, 4, -12, 1, -8%, -2, -0.3%
O=C(O)[C@H](Cc1ccccc1)NC(=O)C(c1ccccc1)(c1ccccc1)c1ccccc1
  -4, 0.2, -2, nt, 2, 3, -13%, -7, 0.8%
COc1cc2c(cc1OC)C1Cc3ccc(OC)c(OC)c3C[N+]1([O-])CC2 (configuration not stated)
  3, -0.1, -2, nt, 8, -11, -12%, -1, 1.2%
O=C(COc1ccc(Cl)cc1)NCC(=O)N1CCC2(CC1)NCCc1[nH]cnc12
  0, 0.4, -7, 5, -6, 2, -12%, 8, 0.5%
Fc1ccccc1N1CCN(Cc2cc(-c3ccccc3)on2)CC1
  2, -1.5, -1, -4, -19, -27, 3%, 0, 1.4%
COc1ccc(NCc2cc3ccc(OC)cc3n(CC(=O)Nc3ccc(C)c(C)c3)c2=O)cc1
  0, -0.5, -1, nt, -5, 6, -18%, 6, 2.1%
CN(C)c1cccc(N(C)C)c1CNC(=O)C(C)(C)C
  -1, 0.3, -4, -8, 10, -21, 2%, 1, 0.4%
Cn1c(=O)cc(SCC(=O)N2CCN(c3ccc(F)cc3)CC2)c2ccc(Cl)cc21
  -1, -0.1, 3, -3, -5, 2, -9%, 1, 13%
COc1ccc(F)cc1S(=O)(=O)N1CCCN(S(=O)(=O)c2cc(F)ccc2OC)CC1
  9, 0.8, 0, 5, 0, -30*, 2%, -4, 1.3%
Brc1ccccc1Cn1cnc2ccccc21
  4, -0.6, -16, -2, 4, -6, ?, -16, 2.1%
COc1ccccc1NC=C1C(=O)OC(C)(C)OC1=O
  5, -0.2, -1, -7, 5, -6, -17%, 2, 2.0%

Sorted by length of the SMILES (ascending): part of the list above
Below each SMILES: D1 agonist, TRHR agonist, D1 potentiator, RXFP1 antagonist, D2 potentiator, D1 antagonist, Apoferritin bind, TRHR enhancer, RXFP1 ag
Fc1ccccc1N1CCN(Cc2cc(-c3ccccc3)on2)CC1
  2, -1.5, -1, -4, -19, -27, 3%, 0, 1.4%
COc1cc2c(cc1OC)C1Cc3ccc(OC)c(OC)c3C[N+]1([O-])CC2 (configuration not stated)
  3, -0.1, -2, nt, 8, -11, -12%, -1, 1.2%
COc1ccc(F)cc1S(=O)(=O)N1CCCN(S(=O)(=O)c2cc(F)ccc2OC)CC1
  9, 0.8, 0, 5, 0, -30*, 2%, -4, 1.3%

(next part)
Below each SMILES: D1 agonist, TRHR agonist, D1 potentiator, RXFP1 antagonist, D2 potentiator, D1 antagonist, Apoferritin bind, TRHR enhancer, RXFP1 ag
O=C(c1ccccc1)N1CCN(S(=O)(=O)c2ccccc2)CC1
  4, 1.2, -2, 5, -3, -8, 5%, 0, 0.9%
Cc1ccc(OCC(=O)Nc2ccc3nc(Nc4cccc(Cl)c4)cc(C)c3c2)cc1
  -1, 0.8, 2, -11, 1, -1, 247%[activator], -10, 14µM*
CC(C)COc1ccc(C(=O)N2C(=O)c3ccc(N)cc3C2=O)cc1
  6, 3.0, -2, -4, -4, 8, -4%, 5, ?
Cc1cc(C)cc(NC(=O)Nc2ccc(S(=O)(=O)Nc3cc(C)on3)cc2)c1
  0, 0.0, -6, 2, -11, 0, 6%, -7, 0.0%
O=C(COC(=O)COc1ccc2ccccc2c1)Nc1cc(C(F)(F)F)ccc1N1CCOCC1
  4, 0.7, -8, -3, -1, -1, -6%, 1, 0.2%
CC(C)(C)c1ccc(Oc2ccc(NC(=O)c3cccs3)cn2)cc1
  7, 2.2, -3, -6, 31*, -25, -17%, 0, 0.2%
CC(=O)c1ccc(C(=O)N2CCCC(CNC(=O)c3ccccc3Cl)C2)cc1 (configuration not stated)
  1, -0.5, 16, -14, 14, -15, -16%, 4, -0.2%
Cc1ccc(S(=O)(=O)N2[C@@H](c3ccccc3F)C(C(=O)O)=CC[C@H]2c2ccc(Cl)c(Cl)c2)cc1
  58*, -0.3, -11, nt, -5, -24, nt, 1, -0.9%
Cc1nnc(SCC(=O)NCc2ccc(Cl)cc2)[nH]c1=O
  1, 1.0, -2, -15, 8, 1, -8%, 7, -0.6%
O=CN/C=C/c1cc(O)ccc1O
  5, -0.6, -6, nt, 1, -15, 2%, -2, 0.0%
CC(NCC(O)c1ccc([N+](=O)[O-])cc1)C12CC3CC(CC(C3)C1)C2 (configuration not stated)
  49*, -1.6, -7, -12, 20, -4, 2%, -19, -1.5%
COCC(=O)N/N=C(\C)CC(=O)NCc1ccco1
  4, 0.1, 0, -16, 1, -10, 0%, 6, 4.4%
Cc1c(NC(=O)c2cccnc2Cl)c(=O)n(-c2ccccc2)n1C
  0, -0.4, 12, 11, -8, 13, 10%, 9, -1.0%
Cc1ccc(/C=C(\NC(=O)c2ccccc2)C(=O)NCCc2ccccn2)o1
  5, 0.2, 3, 1, 13, -17, -3%, -3, 1.7%
CC1CCN(C(=O)CSc2nnc(Cn3c(=O)sc4ccccc43)n2C)CC1
  3, -0.3, -1, 1, 9, -5, 1%, 2, 0.9%
COC(=O)[C@@H]1C[C@@]2(O)[C@H](O)[C@H](O)[C@H](O)C[C@H]2N1CC1CC1
  5, -0.2, 4, nt, 10, -15, 0%&-5%, -1, 7.3%
O=C(CS(=O)(=O)c1ccccc1)Nc1cccnc1
  0, 0.9, -6, -9, 5, 7, -3%, 7, 1.3%
CC(C)(C)C(=O)Nc1ccc(N=Nc2ccccc2)cc1
  -1, 0.0, 2, -18, 7, -7, -7%, 5, 0.3%
Cc1oc(-c2ccccc2)cc1C(=O)Nc1cccc(C(=O)O)c1
  2, -0.8, 0, -1, nt, -2, 1%, -2, -0.2%
O=C(CCN1C(=O)/C(=C/c2ccco2)SC1=S)Nc1ccc(C(=O)O)c(O)c1
  1, 0.0, 8, -26, 9, 15, -11%, 3, -3.8%
O=C1NN(c2cccc(Br)c2)C(=O)/C1=C\c1ccc(O)cc1
  3, -1.1, -1, -7, 19, 26, -18%, -7, -6.0%
CC(=O)Oc1ccc(C(=O)Nc2cccc3c2CCCC3)cc1
  3, -0.3, 2, -9, 1, 5, -10%, -2, 1.4%
Cc1ccccc1-n1cc(CNC(=O)CCc2nnc(CCc3ccccc3)o2)cn1
  2, -1.0, -2, -5, -7, 4, -12%, -1, -0.7%
Cc1cc(Cl)ccc1OCC(=O)Nc1cccnc1
  8, -0.3, 0, -22, -9, 7, -7%, -4, 3.4%
Nc1c(C(=O)Nc2ccccc2)c2nc3ccccc3nc2n1CCCN1CCOCC1
  9, 0.4, -2, -27, -7, -6, 6%, -6, 0.0%
O=C(Cc1ccccc1[N+](=O)[O-])N1CCN(S(=O)(=O)c2ccccc2)CC1
  3, -0.6, 9, -5, 13, 3, -11%, 4, -2.8%
COc1ccc(C(=O)Nc2ccc(C(=O)N3CCCC3)cc2)cc1[N+](=O)[O-]
  1, -0.2, 3, -9, -6, 9, ?, 1, 0.2%
CC(=O)c1cccc(-n2nnnc2SCC(=O)Nc2cc(C)on2)c1
  0, -0.3, -3, -7, -9, 0, -11%, -1, 0.5%
Cn1c(SC2CCCCC2=O)nnc1-c1ccccc1F (configuration not stated)
  3, 0.5, 0, 0, -3, -7, -19%, 8, -1.6%
COc1cc(OC)cc(C(=O)OCn2nnc3ccccc3c2=O)c1
  7, 0.2, 1, -1, 13, -13, -6%, -2, 1.0%
CN(C)C(=O)c1ccc2c(c1)C1C3CCC(C3)C1C(c1ccccc1)N2 (configuration not stated)
  1, -0.2, -3, 6, 1, -5, -2%, -7, 1.0%
CC1(C)C=C(c2ccc(O)cc2)CC(C)(C)N1
  8, 0.3, -5, 5, 1, -5, -7%, 2, 0.8%
Cc1ccc(C(=O)NNC(=O)C2CCN(S(=O)(=O)c3ccc(C)cc3)CC2)cc1
  -1, -0.6, 0, -18, 9, -1, -8%, 8, 0.5%
COc1ccc(NC(=O)CN2C(=O)COc3ccc(S(=O)(=O)N4CCCCC4)cc32)cc1OC
  0&-1, -1.3&-0.6, -7&-4, -1&-5, 10&-3, -13&18, -17%&5%, 23&-1, -0.7%&1.2%
Cn1cc(/C=C/c2nc3ccccc3c(=O)n2-c2cccc([N+](=O)[O-])c2)c2ccccc21
  1, 0.3, -9, -1, 11, 5, -13%, 1, -0.3%
O=C(/C=C/c1ccc(O)cc1)c1ccccc1
  9, 1.5, -6, -14, 0, -7, -4%, -7, -0.6%
Cc1ccccc1Nc1c(-c2ccncc2)nc2ccc(Br)cn12
  1, -0.3, -2, -3, 9, 10, -4%, 6, 1.4%
CN(CC(O)COc1ccc(S(=O)(=O)N2CCOCC2)cc1Cl)C1CCCCC1 (configuration not stated)
  10, 0.3, 2, -15, 0, -16, 7%, 5, 6.2%

Only part of the results is shown; count on the stated rates, not on these rows.
